High-throughput results as filed in PubChem BioAssay.
LAP4 TOR yeast = yeast TOR pathway LAP4-GFP modulation; GFP response vs DMSO, % at 10 µM; AID 2023; hit rate 0.34% among 320,000; S. cerevisiae LAP4-GFP multiplex, flow cytometry GFP, 3 h; median GFP as percent of DMSO wells;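 active means GFP response vs DMSO above a set limit, about the screen mean plus 3 SD, cut at about 150% in these data; inconclusive means under 70 cell events counted for the yeast strain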
MEP2 TOR yeast = modulators of TOR pathway MEP2-GFP in S. cerevisiae; GFP response vs DMSO, % at 10 µM; AID 2016; hit rate 0.51% among 330,000; S. cerevisiae MEP2-GFP strain, flow cytometry GFP, 3 h; 100% = DMSO control level;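 active means GFP response versus DMSO above a set limit, roughly screen mean plus 3 SD, cut at about 180% in these data; inconclusive means fewer than 70 cells counted for a yeast strain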;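 further: median GFP fluorescence of the barcode-gated MEP2-GFP cells per well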
AGP1 TOR yeast = modulators of TOR pathway AGP1-GFP in S. cerevisiae; AID 2066; hit rate 0.02% among 320,000; S. cerevisiae AGP1-GFP multiplex flow cytometry, 3 h; GFP as percent of DMSO wells; GFP response vs DMSO, % at 10 µM;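 active means GFP response relative to DMSO above a set limit, near screen average plus 3 SD, cut at about 150% in these data; inconclusive means fewer than 70 cells counted for the yeast strain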;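 further: median GFP channel fluorescence of the gated AGP1 strain per well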
VLA-4 inh = inhibition in a human VLA-4 binding assay. P13612. VLA-4 expressing cells, ligand binding flow cytometry. inhibition, % (about 7 µM as worked out from the volumes in the protocol). hit rate 0.2% among 330,000. AID 2557; in the data active means inhibition above about 50%
CIT2-GFP yeast = modulators of TOR pathway CIT2-GFP in S. cerevisiae | S. cerevisiae CIT2-GFP strain, flow cytometry, 3 h; 100 means same as DMSO wells | GFP response vs DMSO, % at 10 µM | hit rate 0.065% among 320,000;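 active means GFP response relative to DMSO above a set limit, near the screen mean plus 3 SD, cut at about 150% in these data; inconclusive means Fewer than 70 cells measured for a yeast strain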;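 further: ratio of well median GFP fluorescence to mean of DMSO wells on the plate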
JMJD2C inh = human JMJD2C demethylase inhibition. Q9H3R0. GST-JMJD2C(1-420) H3K9me3 demethylation, DELFIA europium. hit rate 0.069% among 330,000. inhibition, % at 2.35 µM;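 active means more than half of a compound's replicate wells show inhibition beyond 50%, single wells judged on their own value; inconclusive means some, but no more than half, of replicates pass 50% inhibition; inactive means no replicate passes 50% inhibition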;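 further: signal counts dimethyl H3K9 product captured on neutravidin plate; 0% = median of DMSO wells and 100% = 0.3 times that DMSO median; strong numbers were not always called active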
GRK2 inh = human GRK2 inhibition via aptamer displacement; inhibition of aptamer binding, % at 10 µM; hit rate 0.59% among 330,000; AID 488847; P25098; bead flow cytometry, FAM-aptamer displacement from GRK2;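 active means inhibition of aptamer binding above 40%, roughly 3 SD of noise, on plates passing a quality check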;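 further: median bead fluorescence of bound FAM aptamer so fluorescent compounds give negative values; no value below 0 was filed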
Target sequence (P25098 whole entry, looked up): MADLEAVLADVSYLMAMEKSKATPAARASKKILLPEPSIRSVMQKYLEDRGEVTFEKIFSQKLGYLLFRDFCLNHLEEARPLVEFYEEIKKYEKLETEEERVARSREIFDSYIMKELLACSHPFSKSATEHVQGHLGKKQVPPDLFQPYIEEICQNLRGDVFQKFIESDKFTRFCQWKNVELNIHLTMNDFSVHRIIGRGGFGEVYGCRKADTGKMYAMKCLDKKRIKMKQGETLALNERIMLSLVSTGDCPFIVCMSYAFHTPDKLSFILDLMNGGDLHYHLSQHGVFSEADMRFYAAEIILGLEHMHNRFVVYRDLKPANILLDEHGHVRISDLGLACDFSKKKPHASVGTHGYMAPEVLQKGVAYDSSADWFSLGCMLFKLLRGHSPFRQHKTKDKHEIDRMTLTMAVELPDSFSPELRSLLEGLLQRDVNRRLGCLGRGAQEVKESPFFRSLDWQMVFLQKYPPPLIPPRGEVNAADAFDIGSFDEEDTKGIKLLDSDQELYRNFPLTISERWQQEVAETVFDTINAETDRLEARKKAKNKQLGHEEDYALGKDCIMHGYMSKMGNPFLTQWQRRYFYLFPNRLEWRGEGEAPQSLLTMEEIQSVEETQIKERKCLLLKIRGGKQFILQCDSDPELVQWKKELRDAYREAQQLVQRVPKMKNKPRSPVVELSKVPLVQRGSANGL
RPL19A TOR yeast = alters RPL19A-GFP fluorescence in TOR pathway yeast screen; hit rate 0.3% among 330,000; S. cerevisiae RPL19A-GFP strain, flow cytometry, 3 h; active compounds read low; percent response vs DMSO, % at 10 µM;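 active means percent response vs DMSO below 50%; inconclusive means fewer than 70 events counted for the yeast strain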;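 further: median channel GFP fluorescence of the barcoded RPL19A-GFP strain; ratio of sample median GFP to plate DMSO average so 100% = DMSO; lower means less RPL19A-GFP as with rapamycin TOR inhibition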
Active calls of the source: *; ? = inconclusive; . = not tested or not shown; [ ] = another dose, or the depositor's remark.

Each structure is followed by: LAP4 TOR yeast	MEP2 TOR yeast	AGP1 TOR yeast	VLA-4 inh	CIT2-GFP yeast	JMJD2C inh	GRK2 inh	RPL19A TOR yeast
- CCn1c(=S)[nH]c2cc(C(=O)O)ccc21
→ 109	69	87	0	101	1	3	95
- Cc1cccc(C2c3[nH]c4ccccc4c3CCN2C(=O)c2noc3c2CCCC3)n1 (stereo not drawn)
→ 106	105	98	6	100	-4	0	95
- O=C(O)CC12CC3CC(C1)CC(n1ncc(NCc4ccco4)c(Cl)c1=O)(C3)C2
→ 107	102	106	8	102	1	0	96
- Cc1ccc(NC(=O)CCn2cccc2)cc1
→ 94	97	93	22	92	-2	0	98
- CCCNC(=O)C(Cc1ccc(Br)cc1)NC(=O)c1ccc(C#N)cc1 (stereo not drawn)
→ 98	94	95	0	93	1	5	96
- CC(C)C(C(=O)Nc1ccc(S(N)(=O)=O)cc1)N1C(=O)c2ccccc2C1=O (stereo not drawn)
→ 93	103	99	0	108	8	0	109
- NS(=O)(=O)c1ccc(CCNC(=O)c2ccc([N+](=O)[O-])s2)cc1
→ 95	103	96	-7	105	30	0	102
- CCOc1ccc(N2CC(C(=O)NC3CCCC3)CC2=O)cc1 (stereo not drawn)
→ 96	103	103	-8	105	4	2	104
- COc1ccc(C(=O)Nc2sc(C)c(C)c2CN2CC(C)OC(C)C2)cc1 (stereo not drawn)
→ 92	103	104	12	105	0	0	105
- Cc1cc(OCC(=O)Nc2nnc(C3CC3)s2)ccc1[N+](=O)[O-]
→ 91	90	95	3	95	.	0	95

Part of the list above in a different format.
Compound | LAP4 TOR yeast | MEP2 TOR yeast | AGP1 TOR yeast | VLA-4 inh | CIT2-GFP yeast | JMJD2C inh | GRK2 inh | RPL19A TOR yeast
Cc1ccc(NC(=O)CCn2cccc2)cc1 | 94 | 97 | 93 | 22 | 92 | -2 | 0 | 98
O=C(O)CC12CC3CC(C1)CC(n1ncc(NCc4ccco4)c(Cl)c1=O)(C3)C2 | 107 | 102 | 106 | 8 | 102 | 1 | 0 | 96

Other entries.
Each structure is followed by: LAP4 TOR yeast	MEP2 TOR yeast	AGP1 TOR yeast	VLA-4 inh	CIT2-GFP yeast	JMJD2C inh	GRK2 inh	RPL19A TOR yeast
- COc1ccccc1-c1cc(C(=O)N/N=C\c2cnn(C)c2C)c2ccccc2n1
→ 99	97	99	4	105	5	2	101
- COc1cccc(/C=C/C(=O)OCC(=O)Nc2ccc(Cl)c(S(=O)(=O)N(C)C)c2)c1
→ 99	103	104	-18	97	16	1	96
- Cc1cccc(OCC(=O)NCC(=O)N/N=C/c2ccc(N(C)C)cc2)c1
→ 97	101	102	-21	108	24	0	102
- CCNc1nc(N)nc(-c2cc(Cl)ccc2OC)n1
→ 103	94	103	3	98	0	0	98
- O=C(CCC(=O)N1CCOc2ccccc21)Nc1cc(F)ccc1F
→ 100	102	104	25	97	-1	2	98
- CCN(CC)CC(O)CN1C(=O)NC(C)(C)C1=O (stereo not drawn)
→ 105	100	108	17	101	18	21	99
- CCN1CCN(Cc2ccc(OCc3ccccc3)c(OC)c2)CC1
→ 107	111	110	8	109	6	2	103
- COc1ccc(CNC(=O)C(=O)c2cn(CC(=O)N3CCOCC3)c3ccccc23)cc1
→ 96	96	96	-6	90	-5	0	97
- C/C(=N\NC(=O)c1ccncc1)c1cc2ccccc2o1
→ 91	104	99	-5	104	-3	1	106
- Cn1c(SCC(=O)Nc2ccccc2[N+](=O)[O-])nnc1C(F)(F)F
→ 96	96	101	0	95	6	0	103

Each structure is followed by: LAP4 TOR yeast	MEP2 TOR yeast	AGP1 TOR yeast	VLA-4 inh	CIT2-GFP yeast	JMJD2C inh	GRK2 inh	RPL19A TOR yeast
- CCOC(=O)C1CCN(c2ncnc3c2oc2ccc(Br)cc23)CC1
→ 113	105	93	11	103	-9	0	94
- CC(C)(C)C(=O)N1CCC(O)(CS(=O)(=O)c2ccc(Cl)c(Cl)c2)CC1
→ 101	102	108	10	100	-7	0	103
- CCOc1ccc(C(=O)Oc2cc(C)[nH]c(=O)c2[N+](=O)[O-])cc1
→ 97	97	98	35	106	-2	1	100
- CCN(CC)CCCNC(=O)c1ccc(S(=O)(=O)Nc2ccc(C)c(C)c2)cc1
→ 94	98	92	11	102	-2	0	96
- COc1ccccc1NC(=O)c1ccc2snnc2c1
→ 93	101	89	2	94	0	3	95
- Cc1ccc(NC(=S)NCc2ccc3[nH]c4c(c3c2)CCCC4)cc1
→ 100	103	98	1	92	23	0	100
- Cn1c(N)c(C(=O)COc2ccc(C#N)cc2)c(=O)n(C)c1=O
→ 113	146	102	5	112	-3	5	100
- Nc1cc(Cl)ccc1C(=O)OCC(=O)NC1CCCCCCC1
→ 105	94	99	21	92	18	0	98
- COC(=O)c1ccc2nccnc2c1
→ 117	99	120	6	101	9	3	112
- CN1C(=S)SC(/[N+]([O-])=C/c2ccc(Cl)cc2)C1(C)C (stereo not drawn)
→ 109	103	99	14	102	-7	0	97

Each structure is followed by: LAP4 TOR yeast	MEP2 TOR yeast	AGP1 TOR yeast	VLA-4 inh	CIT2-GFP yeast	JMJD2C inh	GRK2 inh	RPL19A TOR yeast
- CNC(=S)NCCc1ccc(OC)cc1
→ 91	100	102	2	102	-9	2	102
- NC(=O)C1=C[C@@H](c2ccccc2)C[C@@H](OCc2ccc(CO)cc2)O1
→ 120	90	78	8	69	-2	2	97
- C/C(=N\OCC(=O)NCC(F)(F)F)c1cc2ccccc2o1
→ 82[may fluoresce red]	95[may fluoresce red]	85[may fluoresce red]	4	94[may fluoresce red]	-1	6	?
- CC(=O)c1c(C(C)=O)c(C)n(C(c2ccccc2)c2ccccc2)c1C
→ 107	94	101	2	91	-9	0	91
- Cn1c(=O)c2c(-c3ccccc3F)c3c(nc2n(C)c1=O)-c1ccccc1C3O (stereo not drawn)
→ ?	?	?	11	?	1	0	?
- C/C(=N\Nc1cc(N2CCOCC2)ncn1)c1cccc([N+](=O)[O-])c1
→ 86	93	97	-1	100	6	2	89
- O=C(NCc1c(O)ccc2ccccc12)c1ccccc1
→ 105	107	103	-4	102	-8	1	100
- CCC(=O)N(Cc1cc2cc(OC)ccc2[nH]c1=O)c1cc(C)ccc1C
→ 94	99	103	8	.	14	0	102
- O=C1NCN(c2ccccc2)C12CCN(CCCC(c1ccc(F)cc1)c1ccc(F)cc1)CC2
→ 86	91	92	-4	88	.	6	98
- CCCOc1ccc(N2C(=O)CC(N(CCc3ccc(OC)cc3)C(=O)c3cccc(F)c3)C2=O)cc1 (stereo not drawn)
→ 99	92	99	-3	102	3	0	.

Each structure is followed by: LAP4 TOR yeast	MEP2 TOR yeast	AGP1 TOR yeast	VLA-4 inh	CIT2-GFP yeast	JMJD2C inh	GRK2 inh	RPL19A TOR yeast
- CC1(c2ccccc2Cl)NC(=O)N(CC(=O)N2CCN(S(=O)(=O)c3ccccc3)CC2)C1=O (stereo not drawn)
→ 107	101	111	0	106	1	0	104
- COC(=O)c1ccc(NC(=O)CN2C(=O)C3C4C=CC(C4)C3C2=O)cc1 (stereo not drawn)
→ 102	105	.	0	102	-4	0	104
- O=C(CCNS(=O)(=O)c1c(Cl)cccc1Cl)OCC(=O)c1ccccc1F
→ 95	105	97	-34	102	7	0	101
- CN(C[C@H](Cc1ccccc1)N(C[C@H](Cc1cccc2ccccc12)N(CCc1ccccc1)N=O)N=O)N=O
→ 123	89	82	-7	82	-9	12	95
- Nc1ccc(OCc2ccco2)cc1
→ 102	98	101	9	95	3	1	95
- CC1CCN(C(=O)Cn2c(=O)c3cccn3c3ccccc32)CC1
→ 101	102	100	3	99	-3	0	95
- O=C(N=Nc1c(O)n(C2OC(=O)c3ccccc32)c2ccccc12)c1ccc(O)cc1 (stereo not drawn)
→ 99	103	103	-2	107	-6	0	103
- CCCCOCP(=O)(CC)COCCCC
→ 115	108	.	6	103	4	0	108
- CCn1c2ccccc2c2cc(CNCCCN3CCOCC3)ccc21
→ 108	120	105	-6	115	0	0	104
- CCc1ccc(N2C(=O)CN(Cc3cc(OC)c(OC)c(OC)c3)C2=S)cc1
→ 98	90	95	-6	93	-13	2	97
- O=C(NCc1ccco1)c1nnc(Cc2ccc(F)cc2)o1
→ 96	95	102	-12	102	-5	0	96

Six records drawn at random from those above:
Each structure is followed by: LAP4 TOR yeast	MEP2 TOR yeast	AGP1 TOR yeast	VLA-4 inh	CIT2-GFP yeast	JMJD2C inh	GRK2 inh	RPL19A TOR yeast
- CC1CCN(C(=O)Cn2c(=O)c3cccn3c3ccccc32)CC1
→ 101	102	100	3	99	-3	0	95
- CCn1c2ccccc2c2cc(CNCCCN3CCOCC3)ccc21
→ 108	120	105	-6	115	0	0	104
- O=C(CCNS(=O)(=O)c1c(Cl)cccc1Cl)OCC(=O)c1ccccc1F
→ 95	105	97	-34	102	7	0	101
- O=C(N=Nc1c(O)n(C2OC(=O)c3ccccc32)c2ccccc12)c1ccc(O)cc1 (stereo not drawn)
→ 99	103	103	-2	107	-6	0	103
- CCCCOCP(=O)(CC)COCCCC
→ 115	108	.	6	103	4	0	108
- CN(C[C@H](Cc1ccccc1)N(C[C@H](Cc1cccc2ccccc12)N(CCc1ccccc1)N=O)N=O)N=O
→ 123	89	82	-7	82	-9	12	95
